Yfh1-depleted yeast – mitochondrial function rescue without frataxin homolog – Friedreich's ataxia, plus single-dose screen, dose response (AID 1465); S. cerevisiae Yfh1-off respiration, WST-1 reduction, 72 h; higher fold induction means a stronger effect; one-dose fold induction at 50 µM; EC50 in µM for titrated hits; 220,000 compounds, 0.074% hits;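 active = fold induction of absorbance versus untreated yeast above a set limit, then at least 30% activation at any dose in follow-up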;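 note: activators that raise dye reduction in frataxin-depleted yeast; strong numbers were not always called active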
GPR55 antagonists – inhibition of LPI-stimulated GPR55 beta-arrestin translocation – imaging, U2OS, beta-arrestin-GFP, LPI agonist, primary screen (AID 2013); U2OS GPR55 beta-arrestin-GFP translocation imaging, LPI antagonism; higher % means a stronger effect; inhibition, % at 10 µM; hits with a dose series show IC50 in µM; 290,000 compounds, 0.13% hits;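 active = spots per cell inhibited over 60%, with over 100 cells counted and total cytoplasm intensity under 500,000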;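 note: U2OS cells stably carrying GPR55 and arrestin-GFP stimulated by 5 µM LPI near EC80; imaged beta-arrestin-GFP aggregate spots per cell after agonist stimulation; plate controls were LPI-stimulated DMSO wells for no effect and DMSO wells without LPI for full effect; some results filed as inactive read as strong as hits; confirmed hits need IC50 under 10 µM and bright autofluorescent wells are also inconclusive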
GPR35 antagonists – GPR35 antagonists blocking zaprinast-driven arrestin recruitment, primary screen, imaging, U2OS, beta-arrestin-GFP, zaprinast agonist (AID 2058) | 290,000 compounds, 0.052% hits | U2OS GPR35 beta-arrestin-GFP translocation imaging, zaprinast antagonism; higher % means a stronger effect | inhibition, % at 10 µM; hits with a dose series show IC50 in µM;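 active = inhibition of at least 50% with at least 30 cells and total cytoplasm GFP at most 10,000,000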
MgcRacGAP inhibition – MgcRacGAP GTPase-activating activity inhibitors, confirmation, biochemical, ADP Hunter fluorescence; MgcRacGAP-stimulated Rac1 GTP hydrolysis, ADP Hunter fluorescence; higher % means a stronger effect; GST-tagged Rac1 F28L mutant substrate; one-dose inhibition, % at 30 µM; IC50 in µM for titrated hits; 340,000 compounds, 0.6% hits; AID 624330;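 active = first-screen hits whose inhibition reached a set limit at any dose in the follow-up dose series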;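 note: fluorescence reports GDP produced by GAP-driven GTP hydrolysis; strong numbers were not always called active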
SV40 large T antigen – SV40 large T antigen inhibitors, biochemical (AID 1903); SV40 large T antigen ATPase/helicase inhibition assay; higher % means a stronger effect; inhibition, % at 20 µM; hits with a dose series show IC50 in µM; 310,000 compounds, 0.39% hits; in the data active = a potency from the dose series; note: strong numbers were not always called active
NS5 inhibitors – flavivirus cap methylation enzyme inhibition – biochemical, confirmation dose response, primary screen (AID 588689); Dengue-2 NS5 methyltransferase capping enzyme assay, biochemical; higher % means a stronger effect; 340,000 compounds, 0.3% hits; inhibition, % at 25 µM, or IC50 in µM where a hit was titrated; in the data active = a potency from the dose series
GPR55 activation – GPR55 agonists via beta-arrestin recruitment, primary screen, imaging, U2OS cells, beta-arrestin-GFP redistribution (AID 1961) | U2OS GPR55 beta-arrestin-GFP redistribution imaging; higher % means a stronger effect | one-dose activation, % at 10 µM; EC50 in µM for titrated hits | 290,000 compounds, 0.048% hits;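 active = activation above 40% with more than 50 cells counted in the well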;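 note: U2OS osteosarcoma cells stably expressing GPR55 and beta-arrestin-GFP; plate controls were DMSO negative control for no effect and LPI positive control for full effect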
AID2073 – inhibitors of Mint1-CaV2.2 protein interaction, biochemical, HTRF (AID 2073) | 290,000 compounds, 0.19% hits | inhibition, % at 20 µM; hits with a dose series show IC50 in µM | HTRF protein-protein interaction, Mint1-CaV2.2; higher % means a stronger effect; in the data active = inhibition mostly above about 51%, no sharp cut-off; note: some results filed as inactive read as strong as hits
NTR1 ag – NTR1-driven beta-arrestin-GFP spot formation – imaging, U2OS cells, high content, primary screen (AID 493036) | agonist mode | P30989 | 330,000 compounds, 0.17% hits | activation, % at 20 µM;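 active = activation at or above 40% of the spot to cytoplasm intensity ratio, with at least 20 cells analyzed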;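 note: 0% = DMSO without peptide and 100% = 100 nM NTR1 peptide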
Target sequence (P30989 whole entry, looked up): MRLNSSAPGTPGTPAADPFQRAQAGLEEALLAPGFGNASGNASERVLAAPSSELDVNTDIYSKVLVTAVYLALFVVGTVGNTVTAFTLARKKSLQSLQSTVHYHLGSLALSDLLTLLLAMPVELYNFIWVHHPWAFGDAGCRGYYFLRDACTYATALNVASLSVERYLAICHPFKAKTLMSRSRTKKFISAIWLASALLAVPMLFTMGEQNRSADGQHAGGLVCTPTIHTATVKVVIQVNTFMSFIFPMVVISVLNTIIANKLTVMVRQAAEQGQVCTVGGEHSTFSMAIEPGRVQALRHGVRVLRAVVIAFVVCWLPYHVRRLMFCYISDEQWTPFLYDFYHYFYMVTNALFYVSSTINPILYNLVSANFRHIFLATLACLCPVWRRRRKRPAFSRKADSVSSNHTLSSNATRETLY
NTR1 ag cell count 20 µM – second read-out of NTR1 ag, no call of its own (marks repeat the call); cell count; measured here: cell count, cytotoxicity flag
NS5 inhibitors pilot replicate – second read-out of NS5 inhibitors, no call of its own (marks repeat the call); inhibition, %; measured here: pilot screen replicate inhibition
* hit, by the source's call; i = inactive; x = not tested or not shown. An unsorted share of the library; overall some 1.7% were active at least once.

A first look, 3 compounds:
SMILES | Yfh1-depleted yeast | GPR55 antagonists | GPR35 antagonists | MgcRacGAP inhibition | SV40 large T antigen | NS5 inhibitors | GPR55 activation | AID2073 | NTR1 ag | NTR1 ag cell count 20 µM | others
Cc1ccc(OCC(=O)Nc2ccc3c(c2)OCCO3)cc1C | i | -14.0% | -5.0% | 1.0% | 11.3% | 1.6% | 0.7% | -4.3% | 1.5 | 41
O=c1[nH]c(SCc2cccc(F)c2)nc2c1CCCC2 | i | 0.1% | -16.5% | 4.0% | 3.3% | 0.6% | 0.1% | -4.5% | 1.0 | 65
CCNc1nc(N)nc(Oc2ccc(OCCOc3ccccc3)nn2)n1 | i | 4.5% | -1.8% | 6.1% | 2.3% | -2.7% | 0.0% | 3.2% | 2.1 | 75 | NS5 inhibitors pilot replicate=0.1

The list itself, repeating the preview:
SMILES | Yfh1-depleted yeast | GPR55 antagonists | GPR35 antagonists | MgcRacGAP inhibition | SV40 large T antigen | NS5 inhibitors | GPR55 activation | AID2073 | NTR1 ag | NTR1 ag cell count 20 µM | others
Cc1ccc(OCC(=O)Nc2ccc3c(c2)OCCO3)cc1C | i | -14.0% | -5.0% | 1.0% | 11.3% | 1.6% | 0.7% | -4.3% | 1.5 | 41
O=c1[nH]c(SCc2cccc(F)c2)nc2c1CCCC2 | i | 0.1% | -16.5% | 4.0% | 3.3% | 0.6% | 0.1% | -4.5% | 1.0 | 65
CCNc1nc(N)nc(Oc2ccc(OCCOc3ccccc3)nn2)n1 | i | 4.5% | -1.8% | 6.1% | 2.3% | -2.7% | 0.0% | 3.2% | 2.1 | 75 | NS5 inhibitors pilot replicate=0.1
CCOC(=O)c1sc(C)c2c1NC(C)(c1cccc3ccccc13)NC2=O (stereo unspecified) | i | 8.5% | -3.7% | 3.4% | 2.0% | -4.8% | -0.1% | 7.2% | 16.5 | 57
CC(NC(=O)COC(=O)c1ccco1)c1ccccc1 (stereo unspecified) | i | -5.5% | -5.6% | 11.0% | 16.0% | 0.8% | 0.3% | 7.6% | -3.6 | 98
Cn1ncc(Br)c1C(=O)NC1CCCCCCC1 | x | -1.3% | -1.5% | 10.9% | x | -3.2% | 0.0% | 6.3% | 1.1 | 63
Cc1nc2cc(NS(=O)(=O)c3ccccc3F)ccc2s1 | i | -2.3% | -0.6% | 6.6% | 0.2% | 2.4% | 0.8% | 7.7% | -0.5 | 52
CC1=NNC(=O)c2ccccc2O1 | i | 2.0% | 6.8% | 6.0% | 5.4% | 0.8% | -0.1% | 6.4% | 2.7 | 59
Cc1nnc(SCC(=O)Nc2nsc(-c3ccc(C(C)(C)C)cc3)n2)s1 | i | -5.8% | 5.6% | 5.3% | 4.1% | -0.7% | -0.2% | 11.1% | 6.5 | 67
CCOc1ccc(C2C(C#N)=C(N)N3C(=C2C#N)Sc2ccccc23)cc1 (stereo unspecified) | i | -1.1% | 3.0% | 15.1% | x | 12.4% | 0.5% | 4.6% | 5.9 | 59
COc1ccc(C(=O)NCCn2ccc3ccccc32)cc1 | i | 11.3% | -3.1% | 9.7% | 14.6% | 24.0% | 0.2% | 5.4% | -1.4 | 57
O=C(Cn1c(=O)oc2ccccc21)Nc1ccc(F)c(F)c1 | x | 6.1% | -17.1% | 9.6% | 3.1% | -5.9% | -0.3% | 8.7% | -0.5 | 83
Cc1cc2nc(-c3ccc(SCc4ccc(C#N)cc4)nc3)[nH]c2cc1C | i | 5.4% | 4.2% | 2.9% | -7.6% | 0.7% | -0.1% | 10.0% | 2.1 | 61
CC(C)OC(=O)C1C(=O)CC(C)(O)C(C(=O)OC(C)C)C1c1ccccc1 (stereo unspecified) | i | 12.6% | 16.3% | 5.5% | 17.4% | -5.2% | 0.1% | -0.4% | 0.2 | 32
COc1ccc(/C=C2\CCC(C3CCCC3)C2=O)cc1OC (stereo unspecified) | x | 4.0% | -3.7% | 6.7% | 8.2% | -8.5% | -0.3% | -3.7% | 5.2 | 106
Cc1ccc2ccc3ccc(C)nc3c2n1 | x | -11.0% | 7.6% | 2.9% | 1.1% | -6.0% | -0.1% | 3.1% | 5.3 | 49
Cc1cccc(C)c1Nc1c(-c2ccsc2)nc2ncccn12 | i | 1.0% | 1.8% | 5.8% | 31.5% | 2.6% | -0.3% | 15.0% | -0.2 | 56
Cc1ccc(OCCC(=O)OCC(=O)Nc2ccc(Cl)cn2)cc1 | i | -2.1% | -12.2% | 5.9% | -18.7% | -3.5% | 0.3% | 1.9% | -0.6 | 46
COC(=O)C1C(=O)CC(C)(O)C(C(=O)OC)C1c1ccc2c(c1)OCO2 (stereo unspecified) | i | -7.2% | -4.2% | 4.6% | 5.4% | -2.7% | -0.1% | -1.9% | 0.6 | 61
O=S(=O)(NC1c2cccc3cccc(c23)C1N1CCN(CCO)CC1)c1ccccc1 (stereo unspecified) | i | 6.5% | 21.2% | 11.2% | 7.4% | 0.0% | -0.2% | -4.4% | x | x
Cn1cnnc1SCC(=O)Nc1ccccc1C(=O)NC1CC1 | i | -15.6% | -1.1% | 0.5% | 13.0% | -7.5% | 0.3% | -5.9% | 0.8 | 67
Cc1cc(C)c2c(N)c(C(=O)NCC3CCCCC3)sc2n1 | i | -9.4% | 2.3% | 14.0% | 2.2% | -10.9% | -0.1% | 25.1% | 0.0 | 54
COc1nc(NCCc2ccc(OC)c(OC)c2)nc(OC)n1 | i | -4.4% | 7.2% | 3.0% | 1.6% | -4.7% | -0.2% | -6.3% | -0.2 | 62
CC(Sc1nnc2c(n1)[nH]c1ccccc12)C(=O)N(C)C1CCCCC1 (stereo unspecified) | x | 1.8% | -4.2% | 7.3% | 6.7% | -0.8% | 0.7% | 0.3% | 1.8 | 43
CSc1ccc(/C=N/NC(=O)c2cc(O)cc(O)c2)cc1 | i | 3.5% | 2.1% | 13.0% | 10.3% | -11.7% | 0.5% | 11.7% | 2.3 | 57
Next section
SMILES | Yfh1-depleted yeast | GPR55 antagonists | GPR35 antagonists | MgcRacGAP inhibition | SV40 large T antigen | NS5 inhibitors | GPR55 activation | AID2073 | NTR1 ag | NTR1 ag cell count 20 µM | others
COc1ccc(S(=O)(=O)N(C)c2ccc(C(=O)Nc3cccnc3)cc2)cc1OC | x | 0.5% | 1.4% | 7.2% | 8.1% | -4.7% | -0.1% | -1.5% | 0.5 | 59
COc1ccc(CNC(=O)c2cc(=O)c3cc(C)c(C)cc3o2)cc1 | x | 4.5% | 11.4% | 7.2% | 5.0% | -4.0% | 0.3% | 2.1% | 3.0 | 34
Cc1c(-c2ccccc2)oc2c(C(=O)OCC(=O)Nc3ccc(C(N)=O)cc3)cccc2c1=O | i | -2.5% | -15.6% | 0.1% | 53.6% | -6.4% | -0.1% | 0.8% | 8.5 | 76
COc1ccc(NC(=O)c2cc3ccccc3cc2OC)cc1OC | x | 6.5% | -13.6% | 6.3% | 7.9% | -4.0% | 0.0% | 3.1% | 1.3 | 88
Cc1ccccc1NC(=O)CSc1nc2ccccc2c(=O)n1CC1CCCO1 (stereo unspecified) | x | -16.8% | 1.3% | 10.3% | x | -13.4% | -0.1% | 7.4% | -1.0 | 60
Cc1cc(=O)oc2cc(OCC3CC(c4ccc(N(C)C)cc4)=NO3)ccc12 (stereo unspecified) | i | -1.4% | -0.4% | 2.2% | -2.9% | 6.2% | -0.2% | 8.2% | -0.1 | 75
COc1ccccc1CC(=O)Nc1cccc2c1CCCC2 | i | 3.5% | 4.9% | -1.5% | 2.9% | -5.8% | -0.3% | -10.3% | 3.1 | 86
Cc1cc(C(=O)OCC(=O)Nc2cccnc2Cl)c2ccccc2n1 | i | -1.1% | -14.1% | 14.9% | -1.3% | -6.6% | 0.1% | -3.7% | -0.6 | 74
CC(/C=C/c1ccccc1)=N/NC(=O)Cn1nnc(N)n1 | i | -5.8% | -7.9% | x | 6.7% | x | -0.2% | 1.6% | -0.9 | 59
CC(C)CNC(=O)COCc1cc(-c2ccc3c(c2)OCO3)on1 | x | 10.8% | 2.2% | x | 9.8% | -7.8% | -0.1% | 1.1% | 1.2 | 76
CCc1ccc[n+](-c2[nH]c(=O)sc2/C=N/N=C(\[O-])CCn2c3ccccc3c3ccccc32)c1 | i | -5.3% | -0.2% | 16.0% | 6.5% | 14.0% | 0.0% | -22.2% | -0.1 | 51
CC(C)(CSc1ncccn1)NS(=O)(=O)c1ccccc1 | i | -8.0% | -4.1% | 7.1% | 18.7% | 3.3% | -0.1% | -1.2% | 0.5 | 41
Cc1nn(Cc2c(F)c(F)c(F)c(F)c2F)c(C)c1NC(=O)c1c([N+](=O)[O-])cnn1C | i | 4.6% | -3.7% | 1.1% | 8.9% | -7.6% | -0.1% | 5.4% | 1.8 | 88
NC(=O)CC[C@@H]1NC(=O)[C@H](Cc2ccc(O)cc2)NC(=O)c2cc([N+](=O)[O-])cc(F)c2OCC[C@@H](C(N)=O)NC1=O | i | 10.9% | -10.3% | 4.3% | 9.6% | 0.0% | -0.3% | 0.9% | 0.7 | 87
Cc1ccc2[nH]c3c(c2c1)CCCC3NC(=O)CCl (stereo unspecified) | x | -1.8% | 4.1% | 9.1% | 3.9% | -5.2% | 0.6% | 9.0% | 1.5 | 83
CCc1ccc(NC(=S)NNC(=O)c2ccccc2OC(F)F)cc1 | i | 8.9% | -4.7% | x | 24.2% | x | 0.3% | -10.1% | 1.8 | 45

Two records drawn at random from those above, as already listed:
SMILES | Yfh1-depleted yeast | GPR55 antagonists | GPR35 antagonists | MgcRacGAP inhibition | SV40 large T antigen | NS5 inhibitors | GPR55 activation | AID2073 | NTR1 ag | NTR1 ag cell count 20 µM | others
Cc1cc(C(=O)OCC(=O)Nc2cccnc2Cl)c2ccccc2n1 | i | -1.1% | -14.1% | 14.9% | -1.3% | -6.6% | 0.1% | -3.7% | -0.6 | 74
Cc1ccc2[nH]c3c(c2c1)CCCC3NC(=O)CCl (stereo unspecified) | x | -1.8% | 4.1% | 9.1% | 3.9% | -5.2% | 0.6% | 9.0% | 1.5 | 83

Bioassay records as filed in PubChem BioAssay.
